p53ts 39C kill – kills p53ts cells at the nonpermissive temperature; H1299-p53A138V viability at 39C, ATP luminescence, 24 h; Potency, µM (top dose mostly 46.1 µM), inactives show at the top dose activity change, negative = cell killing, most hits filed as cytotoxic; 130,000 compounds, 1.5% hits; AID 902; further: nearly all actives have a fitted effect of over 55% in size
Imprint erasure – genomic imprint erasure induction | mouse ES Peg3-LacZ reporter, beta-gal luminescence, 40 h | Potency, µM (top dose mostly 60.7 µM), for the others: at the top dose activity change, positive = activation, actives largely listed as activators | 110,000 compounds, 0.02% hits;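 further: 0% = negative control wells on the plate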
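Gelatin-coated wells received 300 freshly trypsinized female ES cells with a Peg3LacZ-Neo reporter on the maternal allele, then incubated 40 hours at 37C. BetaGlo was added for 5 minutes at room temperature before a single luminescence read.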
IkB sig inh – IkB pathway inhibition in ABC-DLBCL cells; ABC-DLBCL IkBa-CBG/CBR dual luciferase ratio, 4 h; response scale: scaled: untreated 0%, proteasome inhibitor 100%; 110,000 compounds, 0.04% hits; Potency, µM (top dose mostly 57.1 µM), without a hit: top-dose IkBa stabilization activation; active means well fitted curve in the direction sought with a large enough effect in the signal ratio, not every such curve was filed as active; inconclusive means small, poorly fitted or top-dose-only effect, or a change in a side signal; the % refers to the signal ratio;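 further: the direction sought is a rising ratio; 0% = basal untreated cells and 100% = reference inhibitor full response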
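Curves were fitted separately to fusion (green), unfused (red) and ratio luminescence, then classed by r2, magnitude and activity. Cells: OCI-Ly3, 4 h compound plus doxycycline at 37C; 10 uM MG-132 defined full response.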
p53ts 32C tox – cytotoxicity in p53ts cells at permissive temperature; AID 924; Potency, µM (top dose mostly 46.1 µM), without a hit: at the top dose activity change, negative = cytotoxicity, most hits filed as cytotoxic; H1299-p53A138V at 32C, ATP luminescence viability, 24 h; 130,000 compounds, 0.93% hits;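 further: 0% = DMSO and -100% = full killing by reference compound; nearly all actives have a fitted effect of over 55% in size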
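Viability by ATPlite luminescence after 24 h compound treatment (up to 46 uM) at the permissive 32C. Cells are H1299 carrying p53 A138V. Scale runs from DMSO basal to 100 uM tamoxifen as full kill; AC50 from Hill fits.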
Numbers without * were called inactive; ? = inconclusive; . = no result given; [ ] = another dose, or the depositor's remark. Unless noted, the call rests on the fitted dose curve; in most records, active means well fitted curve in the direction sought with a large enough effect; inconclusive means small, poorly fitted or top-dose-only effect, or another doubt; inactive means no such curve, though single readings can be large; an effect the other way counts as inactive or inconclusive. Unless noted, on the % scale 0 is the no-effect control and ±100 the full control effect; potency means the concentration at half of the fitted maximal effect.

canonical_smiles	p53ts 39C kill	Imprint erasure	IkB sig inh	p53ts 32C tox
COCCSc1nnc(-c2cnccn2)o1	-21.2%	-7.9%	-0.4%	1.5%
Cc1cccc(N(CC(=O)Nc2ccc(CC#N)cc2)S(C)(=O)=O)c1	4.7%	-6.8%	2.4%	4.3%
Cn1c(CN2CCCCC2)nc2cc(NC(=O)c3cccc(Br)c3)ccc21	-19.4%	-9.5%[10.9 µM]	?	-20.5%
CC1=CC(C)(C)Nc2ccc(C)cc21	-3.6%	-8.5%	1.7%	-8.7%
c1ccc(-c2nnc(CSc3nncs3)o2)cc1	10.8%	-23.4%	0.7%	-5.9%
CCOCCCN1C(=O)c2ccccc2CC1(C)C(=O)NC1CCCCC1 (configuration not stated)	-25.8%	-7.5%[10.9 µM]	-0.6%	0.5%
Cc1nccn1CCCN1C(=O)OC2(CCCCC2)C1(C)O (configuration not stated)	2.3%	-17.8%	1.1%	-0.2%
Cc1ccc(CC(=O)OCCNC(=O)c2cccnc2)cc1	3.3%	4.5%	-1.3%	3.3%
Cc1csc(=O)n1CC(=O)OCc1cccc2ccccc12	-11.8%	-12.0%	-0.5%	27.7%
Cc1ccccc1NC(=O)CSc1nc2ccc(NC(=O)CCc3ccccc3)cc2s1	?	-15.3%[10.9 µM]	-1.5%	-22.2%
CCOC(=O)N1CCC(N2Cc3cccc(C(=O)NCc4ccc(OC)cc4)c3C2=O)CC1	-2.6%	-0.1%	3.0%	-7.1%
COc1ccc(C)cc1NC(=O)N1CCN(c2cc(-c3noc(C)n3)ccc2C)CC1	-22.0%	-2.8%[10.9 µM]	2.9%	-12.6%
Cc1ccccc1-c1cc(NCc2ccccc2)ncn1	-28.6%	-6.9%	2.2%[11.4 µM]	?
COc1cc(NC(=O)N[C@H](C(=O)O)C(C)C)cc(OC)c1	2.2%	-1.0%	-0.2%	-0.5%
CCOC(=O)CNS(=O)(=O)c1ccc(C(=O)O)cc1	6.3%	-1.8%	-0.5%	1.2%
CCCCc1nc2ccccc2c(=O)n1NC(=O)c1c(O)c2cccc3c2n(c1=O)CCC3	-4.6%	1.8%	0.1%	6.6%
Cn1cc(C(=O)O)c(=O)c2cc(S(=O)(=O)N3CCOCC3)ccc21	-3.8%	-7.9%[10.9 µM]	-0.8%	2.9%
COc1ccc(-c2noc(-c3cc(Cl)ccc3Cl)n2)cc1OC	-5.3%	-7.6%	-2.4%	7.3%
C=N[C@H](C(=O)N[C@@H]1C(=O)N2[C@@H]1SC(C)(C)[C@@H]2C(=O)O)c1ccccc1	6.7%[20.6 µM]	-0.8%[16.8 µM]	-0.6%[25.6 µM]	-6.9%[20.6 µM]
COc1ccccc1Cn1cnc2cccnc21	1.4%	-11.3%	2.3%	4.9%
COC(=O)c1cccc(C(=O)Oc2cccc(Br)c2)n1	-22.5%	17.7%	1.7%	-5.8%
COc1ccc(-c2nc3sc(CCNC(=O)C(C)(C)C)c(C)n3n2)cc1	?	-12.2%[10.9 µM]	-2.8%	?
CCCOc1ccc(NC(=O)CC2C(=O)N(c3ccccc3)C(=O)N2Cc2ccco2)cc1 (configuration not stated)	-1.9%	14.7%[10.9 µM]	?	3.0%
CCCOc1ccc(N2CC(C(=O)Nc3ncccc3C)CC2=O)cc1 (configuration not stated)	-0.3%	11.2%	0.7%	-8.6%
CSc1ncccc1C(=O)OCC(=O)N1CCOCC1	-8.9%	-31.1%[inhibitor]	1.7%	9.3%
CN(C)c1ccc(CNC(=O)CCn2c(=O)c3cccn3c3ccc(F)cc32)cc1	-18.9%	20.6%[10.9 µM]	-2.0%	0.0%
Cc1ccc(N2CC(C(=O)NCCS(=O)(=O)N3CCN(c4ccccc4)CC3)CC2=O)cc1 (configuration not stated)	5.9%	-3.1%[10.9 µM]	0.1%	6.9%
CC(C)(C)c1cc(OC(=O)c2ccncc2)ccc1O	-4.6%	.	.	-1.8%
Cc1ccc(NC(=O)C2CCCN(S(=O)(=O)c3c(C)noc3C)C2)cc1F (configuration not stated)	-15.6%	-32.0%[inhibitor]	2.9%	1.1%
Cc1ccccc1CNC(=O)C1CCN(S(=O)(=O)Cc2ccccc2)CC1	-4.3%	-8.1%[10.9 µM]	0.0%	6.1%
Cc1ccc(S(N)(=O)=O)cc1NC(=O)c1c(-c2c(Cl)cccc2Cl)noc1C	-4.5%	-0.4%[10.9 µM]	-1.0%	-2.3%
CCN1C(=O)c2cccc3c(NC(=O)c4ccc5c(c4)OCCO5)ccc1c23	-2.8%	-11.0%	-1.2%	3.0%
COc1cc(OC)c(NC(=O)Cn2nc(C)n3cccc3c2=O)cc1Cl	-3.3%	-8.7%[10.9 µM]	?	-7.4%
COc1ccc(-c2cnc(N)n2CC2CCCO2)cc1 (configuration not stated)	-15.6%	-17.9%	-0.2%	-6.6%
O=C(O)C1CCCN1C(=O)c1cccs1 (configuration not stated)	-5.3%	21.3%	-0.5%	0.1%
COc1ccc2cc3cc(C(=O)NCC4COc5ccccc5O4)oc3nc2c1 (configuration not stated)	-10.7%	-10.1%	?	-5.3%
CCCC(=O)Nc1ccc(C(=O)Nc2nnc(COC)s2)cc1	9.6%	.	1.5%	-4.0%
COc1ccc2[nH]c(C(=O)O)c(NS(=O)(=O)c3ccc(OC)c(OC)c3)c2c1	9.8%	-8.9%	1.6%	8.1%
COc1ccc(CNC(=O)Cc2c(C)c3c(cc(C)c4c(C)c(C)oc43)oc2=O)cc1	3.4%	-4.2%[10.9 µM]	0.2%	-0.8%
COc1cccc(NC(=O)c2ccc(-c3nc(COc4ccccc4)c(C)o3)cc2)c1	-21.6%	-18.3%[10.9 µM]	-1.3%	-25.9%
O=C(CN1C(=O)COc2ccc(S(=O)(=O)N3CCOCC3)cc21)Nc1ccc(F)c(Cl)c1	-6.5%	-16.1%[10.9 µM]	?	3.2%
CCN(CC)C(=O)Cn1c(=O)cc(C)c2c(C)nn(C)c21	5.1%	-9.6%[10.9 µM]	-0.6%	7.2%
O=C(Nc1cccs1)Nc1cc(C(F)(F)F)ccc1Cl	25.1µM*	-18.3%[10.9 µM]	?	-13.6%
Cc1oc2ccc(O)c(CN3CCCCC3C)c2c1C(=O)Nc1ccccc1 (configuration not stated)	-12.1%	-7.3%[10.9 µM]	?	-3.6%
Cc1cc2ncn(C(=O)c3c(-c4c(Cl)cccc4Cl)noc3C)c2cc1C	9.9%	-2.8%	?	-4.0%
COc1ccc(CCN/C=C2/CC(=O)NC2=O)cc1OC	-2.7%	10.0%	-1.0%	9.3%
COc1ccc(-c2ccc(NS(=O)(=O)c3ccc(F)c(C(F)(F)F)c3)cc2)nn1	5.2%	20.0%[10.9 µM]	2.2%	28.6%
COc1ccc(-n2c(=O)[nH]cc(C(=O)N3CCc4ccccc43)c2=O)cc1	-8.7%	11.0%	-0.3%	7.0%
COc1ccccc1C(=O)Nc1nc2ccc(S(C)(=O)=O)cc2s1	-10.0%	-13.3%	-1.5%	-10.7%
Cc1ccccc1CNS(=O)(=O)c1csc(C(N)=O)c1	1.8%	-11.8%[10.9 µM]	-1.4%	5.3%
CCC(C)Nc1nc2c(c(=O)n(C)c(=O)n2C)n1Cc1cccc(C)c1 (configuration not stated)	7.7%	-10.7%	0.5%	6.6%
COc1nc(N(CC(N)=O)S(=O)(=O)c2ccccc2)nc(C)c1Cl	-6.0%	.	.	3.2%
CC1CCN(c2nc3ccccc3nc2C(F)(F)F)CC1	2.9%	3.8%[10.9 µM]	-1.9%	3.6%
Cc1nnc(Sc2cc(C(=O)NCc3ccco3)c3ccccc3n2)s1	-3.4%	-24.2%	?	1.6%
CCOc1nc(SC(C(C)=O)C(=O)Nc2ccccc2)nc(N(C)C)n1 (configuration not stated)	15.2%	.	.	-6.2%
CCOc1ccc(OCC)c(NC(=O)c2cnn(-c3ccc(F)cc3)c2C2CCN(C(=O)OC(C)(C)C)CC2)c1	3.4%	-14.3%[10.9 µM]	?	0.9%

Next section.
canonical_smiles	p53ts 39C kill	Imprint erasure	IkB sig inh	p53ts 32C tox
Cc1nc2ncnn2c(Nc2ccc3c(c2)OCCO3)c1C	2.4%	-8.6%	-0.2%	-6.3%
COCOc1cc(OC)ccc1C(=O)/C=C\c1ccc2c(c1)OCO2	-16.8%[9.22 µM]	.	.	-4.1%[9.22 µM]
Cn1c(=O)c2c(n(C)c1=O)=NC1(CCCCC1)ON=2	2.3%	.	1.2%	-4.4%
Cc1ccccc1OC(=O)CSc1nnc(-c2ccc(F)cc2)o1	1.7%	-9.3%[10.9 µM]	?	4.3%
Cc1ccc(NC(=O)c2cc(C)nn2-c2ccccc2)cc1	-18.0%	5.0%[10.9 µM]	?	9.3%
Cc1cccc(NS(=O)(=O)c2ccc(NC(=O)N3CCCC3)cc2)c1	-22.5%	-4.9%[10.9 µM]	-0.8%	-1.4%
COc1ccc(C(CC(=O)O)NC(=O)OC(C)(C)C)cc1 (configuration not stated)	13.2%	.	.	0.5%
Cc1onc(-c2ccccc2Cl)c1C(=O)Nc1ccccc1C(=O)NC(C)C	-1.5%	-26.8%	3.6%	2.0%
COc1ccc(-c2nnc(C3CCN(S(=O)(=O)c4cccc(Cl)c4)CC3)o2)cc1	-16.3%	-8.6%[10.9 µM]	?	13.9%
COc1cc2c(cc1OC)C(COc1ccccc1OC)N(C(=O)c1ccc(S(=O)(=O)N3CCCC3)cc1)CC2 (configuration not stated)	-8.5%	-21.3%[10.9 µM]	-1.1%	11.7%
CC(C)(C)OC(=O)N1CCC(c2c(C(=O)Nc3cccc(C(F)(F)F)c3)cnn2-c2ccc(F)cc2F)CC1	-28.5%	-5.9%[10.9 µM]	?	2.7%
CN(C)C(CNC(=O)CSc1nnc(-c2ccco2)o1)c1ccccc1 (configuration not stated)	0.0%	-8.0%	0.3%	-12.5%
O=C(c1cc2nc(-c3ccco3)cc(C(F)(F)F)n2n1)N1CCCc2ccccc21	-1.4%	-8.2%	-1.2%	-9.2%
CCCS(=O)(=O)c1ncc(Cl)c(C(=O)Nc2scc(-c3ccccc3)c2C(=O)OCC)n1	7.94µM*	-24.8%[10.9 µM]	?	?
COc1ccc(NC(=O)N2CCCC3(CCNCC3)C2)cc1	-4.2%	.	1.5%[11.4 µM]	-6.2%
CCCc1cc(C(=O)NCCc2ccc(OC)c(OC)c2)no1	3.6%	-18.5%	-3.6%	-7.0%
O=C(COC(=O)Cc1cn2ccsc2n1)Nc1nc2ccccc2s1	-4.2%	-18.5%	2.9%	-3.1%
CC(CNC(=O)C1CCN(C(=O)N2CCOc3ccc(Cl)cc32)CC1)c1ccccc1 (configuration not stated)	?	-4.9%[10.9 µM]	?	10.3%
C=CCn1c(COc2ccccc2F)nnc1SCC(=O)N1CC(=O)Nc2ccccc21	17.0%	-9.7%	3.4%	-2.7%
CCOCCCN(C(=O)Nc1ccc(Cl)cc1)C1CCN(C(C)=O)CC1	-16.2%	-12.2%[10.9 µM]	-0.1%	-11.0%
COc1ccc(-c2nn(-c3ccccc3)cc2C(=O)N2CCOCC2)cc1	3.1%	-4.0%	0.3%	2.7%
Cc1ccc(S(=O)(=O)C(C#N)c2nc3ccccc3nc2N2CCCC2)cc1 (configuration not stated)	3.1%	-10.2%	?	3.4%
CCc1ccc(NC(=O)CN2C(=O)C(c3ccc(Cl)cc3)=NC23CCCCC3)cc1	-4.1%	8.8%[10.9 µM]	?	10.5%
CSc1ncccc1C(=O)OCC(=O)Nc1cc(C(F)(F)F)ccc1N1CCOCC1	-12.0%	-11.9%	?	-5.0%
C=CCn1c(SCc2cc(=O)n3ccsc3n2)nc2sc(C)c(C)c2c1=O	-3.4%	-3.0%	-0.3%	1.0%
CCOC(=O)c1ccccc1NC(=O)CSc1nc2cn(CC)nc2c(=O)n1Cc1ccc(Cl)cc1	-21.1%	-5.7%[10.9 µM]	-2.4%	6.3%

Assay outcomes as filed in PubChem BioAssay.
